Cdc25B block – human M-phase inducer phosphatase 2 inhibition; inhibition, %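 (compounds tested at 10 µM final in the well)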; AID 368; recombinant Cdc25B, OMFP fluorescence Ex485/Em525; hit rate 0.1% among 65,000; P30305; in the data active = inhibition above about 50%
DUSP1 inh – inhibitors of human MKP-1 phosphatase; P28562; recombinant MKP-1, OMFP hydrolysis fluorescence; inhibition, %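 (compounds tested at a single concentration somewhere between 10 and 100 µM)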; hit rate 0.15% among 65,000; AID 374;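 active = inhibition above about 50%, limit read from the data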;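 also: 0% = DMSO max control wells and 100% = wells with enzyme stopped by NaOH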
AP complement – orthogonal test for alternative complement pathway inhibitors; Human serum alternative complement pathway, LPS-coated ELISA, C3 deposition; tested in compound mixtures; inhibition, % at 5 µM; hit rate 0.08% among 62,000; AID 1235;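 active = inhibition above 30% in each of the two pooled mixtures holding the compound, so the lower value exceeds 30%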;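 also: 0% = serum in Mg-EGTA without compound and 100% = EDTA serum blank; some compounds past the cut are filed as inactive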
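Test system – human serum alternative complement pathway, C3 deposition on LPS-coated wells · Buffer or medium – diluted human serum in Mg2+-EGTA GVB++ · Compound dosing – 5 µM each compound, pools of ten, 50 µM per pool · Schedule – 1 h serum-compound exposure at 37 °C · Measured by – Anti-C3 ELISA, OD 450 nm · Read-out basis – percent inhibition of C3 deposition onto LPS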
MMP-13 inhibitor – blocks human MMP13 activity | MMP-13 fTHP FRET cleavage, Mca fluorescence | P45452 | AID 570 | inhibition, % at 4 µM | hit rate 0.07% among 65,000;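 active = inhibition above the mean of compound-free control plate wells plus 3 SD, cut at about 14% in these data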;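 also: 0% = DMSO wells and 100% = wells with reference MMP-13 inhibitor after basal subtraction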
FXIIa inh mix – blocks human factor XIIa in pooled compound mixtures | hit rate 0.2% among 62,000 | purified FXIIa, fluorogenic substrate | P00748 | inhibition, % at 5 µM;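 also: 0% = enzyme without compound and 100% = no enzyme blank; some results filed as inactive read as strong as hits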
A340 absorber – compound absorbs light at 340 nm; AID 708; compound absorbance at 340 nm, fold over control; fold change at 10 µM; 65,000 tested, under 10 active;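 active = at 10 µM dose, initial 340 nm absorbance at least 2 fold that of control wells; inactive = change under 2 fold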;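 also: initial absorbance extrapolated from kinetic A340 decline of NADH oxidation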
FXIa mix inh – factor XIa (human) inhibition, mixture screen; inhibition, % at 5 µM; AID 680; P03951; hit rate 0.19% among 62,000; purified FXIa, fluorogenic substrate, pooled mixtures;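 also: each value is inhibition by a whole ten-compound pool holding the compound; 0% = enzyme with no mixture and 100% = wells lacking enzyme; strong numbers were not always called active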
Target sequence (P03951 19-387 limits assumed): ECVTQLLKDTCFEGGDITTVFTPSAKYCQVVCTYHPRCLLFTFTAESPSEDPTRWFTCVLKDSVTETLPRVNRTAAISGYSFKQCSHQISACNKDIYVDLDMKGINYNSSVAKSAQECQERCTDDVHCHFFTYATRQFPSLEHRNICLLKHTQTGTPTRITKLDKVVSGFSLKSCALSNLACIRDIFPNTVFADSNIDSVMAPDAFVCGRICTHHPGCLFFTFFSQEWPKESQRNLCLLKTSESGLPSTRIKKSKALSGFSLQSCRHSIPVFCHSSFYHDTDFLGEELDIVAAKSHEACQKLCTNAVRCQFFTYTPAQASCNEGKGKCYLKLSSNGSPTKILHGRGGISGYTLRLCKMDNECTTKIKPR
Target sequence (P03951 388-625 limits assumed): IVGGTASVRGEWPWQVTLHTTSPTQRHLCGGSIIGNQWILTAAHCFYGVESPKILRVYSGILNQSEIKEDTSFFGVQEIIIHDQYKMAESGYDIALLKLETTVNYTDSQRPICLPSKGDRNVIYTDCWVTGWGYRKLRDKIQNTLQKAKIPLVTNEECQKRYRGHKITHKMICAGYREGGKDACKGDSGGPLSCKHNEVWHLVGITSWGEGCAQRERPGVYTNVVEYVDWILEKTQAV
JNK3 blocker – inhibitors of human JNK3 kinase; hit rate 0.61% among 60,000; P53779; purified JNK3 kinase activity, HTS; inhibition, % at 8 µM; in the data active = inhibition above about 17%;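 also: 0% = DMSO and 100% = reference inhibitor; many of its hits are not listed in these tables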
Target sequence (P53779 whole entry, looked up): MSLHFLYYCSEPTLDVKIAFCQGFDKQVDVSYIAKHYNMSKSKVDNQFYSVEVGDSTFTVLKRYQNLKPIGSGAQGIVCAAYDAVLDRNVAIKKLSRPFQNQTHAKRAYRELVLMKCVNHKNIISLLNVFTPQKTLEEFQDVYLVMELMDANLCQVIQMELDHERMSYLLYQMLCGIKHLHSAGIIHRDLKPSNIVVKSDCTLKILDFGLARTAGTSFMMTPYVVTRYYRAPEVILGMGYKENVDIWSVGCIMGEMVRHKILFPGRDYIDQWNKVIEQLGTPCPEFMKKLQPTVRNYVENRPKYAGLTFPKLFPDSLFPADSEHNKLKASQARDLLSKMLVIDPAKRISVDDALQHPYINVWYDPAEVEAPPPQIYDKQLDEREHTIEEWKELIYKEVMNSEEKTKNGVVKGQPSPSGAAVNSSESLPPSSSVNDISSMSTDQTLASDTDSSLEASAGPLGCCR
Hsp90 inh – displaces geldanamycin probe from tumor Hsp90; hit rate 0.35% among 64,000; P07900; inhibition, % at 30 µM; NCI-N417 lysate Hsp90, Cy3B-geldanamycin FP displacement; AID 429;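 active = inhibition above 50%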;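 also: 0% = tracer plus lysate wells and 100% = tracer alone without lysate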
Numbers without * were called inactive; . = not tested or not shown; [ ] = dose if it differs, or a comment. Rule as the data show it, unless noted: active = inhibition above about 20% (passing the limit was not always enough); inactive = the rest. Rows are unselected; about 1.5% have a hit in one of these screens.

SMILES | Cdc25B block | DUSP1 inh | AP complement | MMP-13 inhibitor | FXIIa inh mix | A340 absorber | FXIa mix inh | JNK3 blocker | Hsp90 inh
CN1CCN(C2=C(Cl)C(=O)N(C3CCCCC3)C2=O)CC1 | 1 | 4 | 10 | 8 | 1 | 1 | 11 | -4 | -9
Cn1c(=O)c2c3c(sc2n2c(SCc4ccccc4)nnc12)CCCC3 | -17 | -3 | 2 | 3 | -3 | 0.98 | 8 | -3 | -2
CCOC(=O)C1CCCN(C(=O)c2ccccc2Oc2ccccc2)C1 (stereo not given) | -14 | -3 | -3 | 8 | 6 | 1.1 | 1 | -5 | -2
Cc1ccc(CNC(=O)c2cc3c(=O)n4ccccc4nc3n(Cc3ccco3)c2=N)cc1 | 7 | 13 | . | -246[fluorescence artefact?] | . | 1 | . | -4 | -4
O=S(=O)(CCc1nnc(-c2ccccc2)o1)c1ccc2ccccc2c1 | -1 | 3 | 6 | 4 | 9 | 1 | 6 | 7 | -5
C(=NCCCN1CCOCC1)c1ccc2c(c1)OCO2 | 1 | 1 | 10 | -1 | 8 | 1.1 | 3 | -4 | -1
Cc1cc(C(=O)Nc2c(C)n(C)n(-c3ccccc3)c2=O)c(C)o1 | 2 | 30 | 6 | 2 | 17 | 1 | -3 | 2 | -4
CCN(CC)S(=O)(=O)c1ccc(NC(=O)Cn2cnc3ccccc3c2=O)cc1 | -8 | 10 | 9 | -1 | 3 | 1 | -3 | 6 | -3
COCCn1c(C)cc(C(=O)CSc2nncn2-c2ccccc2)c1C | -9 | 14 | 1 | -2 | 10 | 1 | 2 | 0 | -4
CN(c1ccc(C(=O)NCc2cccnc2)cc1)S(C)(=O)=O | -8 | 9 | 13 | 3 | -3 | 1 | -1 | . | 2
C=C(C)Cn1c(NCCOC)nc2c1c(=O)[nH]c(=O)n2C | -3 | -22 | 3 | 7 | -10 | 1 | 5 | . | -2
CN(C)c1cc(NC(=O)CN2CCOCC2)c2ccccc2n1 | -7 | -4 | 9 | -13 | 7 | 1 | -4 | -1 | -1
COC(=O)[C@H](C(C)C)n1c(C)c(C(C)=O)c(C(C)=O)c1C | 3 | 0 | 4 | -4 | 8 | 0.98 | -5 | 2 | 1
CC(=Nc1ccc(C)c(C)c1)C1=C(O)CSC1=O | -9 | -5 | 6 | -2 | 2 | 1.1 | -8 | 4 | -6
N#Cc1cnc(SCCc2ccccc2)nc1N | -25 | -12 | -9 | -4 | 6 | 1 | -3 | 3 | -6
CCC1Cc2c(nc3c4c(nc(N5CCOCC5)c(C#N)c24)NC(C)=N3)O1 (stereo not given) | -3 | 26 | 5 | -16 | -14 | 0.99 | 17 | 1 | -3
CS(=O)(=O)N(CC(=O)N1CCN(c2ccccc2)CC1)C1CCCCC1 | -13 | 0 | 2 | -8 | 5 | 1.1 | 0 | 2 | -1
CCn1c(=O)c2c3c(sc2n2c(SCc4ccc(F)cc4)nnc12)CCCC3 | -14 | 9 | -8 | 6 | 11 | 1.1 | 10 | . | .
CCOC(=O)N1CCC(NC(=O)C2CCN(c3nc(-c4ccc(OC)cc4)no3)CC2)CC1 | -7 | 12 | 4 | 6 | 5 | 1.1 | -4 | . | 4
N=C1C(c2nc3ccccc3s2)=C(O)CN1Cc1ccco1 | -9 | -15 | 5 | -5 | 4 | 1.2 | 7 | 9 | -5
c1ccn2c(CNc3ncnc4sccc34)nnc2c1 | 2 | 21 | 6 | -2 | 4 | 1 | 7 | -4 | -6
COc1cccc(NC(=O)c2nnn(CCc3ccccc3)c2N)c1 | 2 | 3 | 14 | 3 | 7 | 1 | -2 | 6 | -3
Cn1c(=O)cc(SCC(=O)N2CCOCC2)c2ccc(Cl)cc21 | 27 | 5 | -1 | -4 | 4 | 1 | -3 | -10 | -3
CCCCn1c(C(C)NC(=O)c2cccs2)nc2ccccc21 (stereo not given) | -9 | 9 | 10 | -4 | 3 | 1.1 | 1 | . | .
CCCc1[nH]nc2c1C(c1ccc(O)cc1OCC)C(C#N)=C(N)O2 (stereo not given) | 3 | 14 | 1 | 0 | 9 | 1 | 2 | -4 | 6

Record cards, as listed above:
N=C1C(c2nc3ccccc3s2)=C(O)CN1Cc1ccco1 is listed as Cdc25B block = -9; DUSP1 inh = -15; AP complement = 5; MMP-13 inhibitor = -5; FXIIa inh mix = 4; A340 absorber = 1.2; FXIa mix inh = 7; JNK3 blocker = 9; Hsp90 inh = -5
CN1CCN(C2=C(Cl)C(=O)N(C3CCCCC3)C2=O)CC1 is listed as Cdc25B block = 1; DUSP1 inh = 4; AP complement = 10; MMP-13 inhibitor = 8; FXIIa inh mix = 1; A340 absorber = 1; FXIa mix inh = 11; JNK3 blocker = -4; Hsp90 inh = -9

Other records.
SMILES | Cdc25B block | DUSP1 inh | AP complement | MMP-13 inhibitor | FXIIa inh mix | A340 absorber | FXIa mix inh | JNK3 blocker | Hsp90 inh
CCCS(=O)(=O)N1CCN(Cc2ccccc2OCC)CC1 | -3 | 0 | 2 | 1 | 9 | 1.1 | -4 | 2 | -1
c1ccc2c(c1)nc(N1CCOCC1)c1nnnn12 | -9 | -10 | 16 | -2 | 13 | 1.1 | -1 | 2 | 10
CCCC1(CCC)NC(=O)N(CC(=O)Nc2ccccc2OC)C1=O | -1 | 27 | 6 | 0 | 1 | 1.1 | 3 | -4 | 0
CCCCN(CC)CCNC(=O)c1cc2c(=O)n(C)c3ccccc3c2n1C | -16 | -11 | 17 | -32 | -14 | 1.1 | 0 | 10 | -4
CCCOc1c(Br)cc(C(=O)NCC)cc1OC | -3 | 9 | 12 | -4 | 6 | 1 | 0 | -7 | 4
COc1ccc(CNC(=O)CN(CC2CCCO2)C(=O)CNS(=O)(=O)c2ccc(C)cc2)cc1 (stereo not given) | 4 | -7 | -2 | 2 | 14 | 1.1 | 2 | 2 | 4
COc1ccc(S(=O)(=O)N2CCCC(C(=O)N3CCOCC3)C2)cc1C (stereo not given) | -13 | 21 | 2 | -1 | 3 | 1.1 | 8 | -5 | -2
O=C(O)CSc1nnc(C2CC2)n1-c1ccccc1 | 1 | -8 | 15 | 3 | 1 | 1 | 3 | -7 | -1
O=C(CCC1CC(=O)Nc2ccccc21)NCc1cccnc1 (stereo not given) | -4 | 7 | 8 | -1 | 5 | 1 | 4 | 1 | -6
O=C(O)CCCC(=O)N1CCN(C(c2ccccc2)c2ccccc2)CC1 | 19 | -21 | -1 | 4 | -3 | 1 | 6 | 0 | -2
Cc1ccc(CSc2nc3c(c(=O)[nH]2)CCC3)cc1 | -9 | -3 | 12 | . | 1 | 1.1 | 10 | . | -4
O=C(CCCN1C(=O)c2ccccc2C1=O)N1CCN(c2ccccn2)CC1 | -9 | 6 | 18 | 6 | 8 | 1.1 | 13 | 2 | -1
COC(=O)C1CCN(c2cc(=O)n(Cc3ccc(F)cc3)c(=O)[nH]2)CC1 | -9 | -4 | . | 4 | . | 0.97 | . | -1 | 0
CCc1ccc(-c2ccc(C(=O)O)cc2)nc1 | -6 | -3 | -1 | 0 | 4 | 1 | 5 | 5 | -3
COCC(C)NC(=O)c1cc(-c2ccc(OC)c(OC)c2)on1 (stereo not given) | -13 | -2 | 12 | -16 | -18 | 0.97 | 4 | 3 | -2
CC(=O)N(Cc1ccc2c(c1)OCO2)C1CC(=O)N(CCc2ccccc2)C1=O (stereo not given) | -11 | 8 | 14 | 5 | 8 | 1 | 9 | 3 | 2
CSC1=NC(NCCCO)c2c(sc3c2CC(C)(C)OC3)N1 (stereo not given) | 4 | -13 | 17 | -27 | 1 | 1 | 3 | 7 | -19
CCCCn1c(=O)cc(O)c2ccccc21 | -4 | -5 | -15 | -4 | -6 | 1 | 1 | 1 | 1
CC(C)(C)c1ccccc1OCC(=O)Nc1ncn[nH]1 | -1 | 0 | 16 | 0 | 2 | 1 | 10 | -2 | 0
Cc1ccc(C(=O)CSc2nc3cc(S(=O)(=O)N4CCOCC4)ccc3o2)cc1 | -14 | 12 | -5 | 8 | 3 | 1.1 | 10 | . | .
CCCn1c(=O)c(C(=O)NCc2ccccn2)c(O)c2ccccc21 | -8 | -3 | -15 | 3 | 34 | 1 | 4 | 8 | -4
CCOCCCNC(=O)CN1CCN(Cc2ccccc2C)C1=O | -4 | 4 | -4 | -1 | 1 | 0.98 | 5 | 12 | 1
CCC(C)(C)NC(=O)CN(C(=O)CCC(=O)Nc1cc(C)ccn1)c1ccc2c(c1)OCO2 | -2 | -10 | 15 | -2 | 9 | 1 | -2 | 5 | 5
Cn1c(=O)c2c(SCc3ccccn3)nc(-c3ccccc3)nc2n(C)c1=O | 0 | 18 | 7 | -2 | 3 | 1.1 | 2 | 1 | -2
CCOC(=O)c1ccc2[nH]c(C)c(CN3CCN(C)CC3)c(=O)c2c1 | 4 | -2 | 13 | -3 | -21 | 1 | 9 | -3 | -3
SMILES | Cdc25B block | DUSP1 inh | AP complement | MMP-13 inhibitor | FXIIa inh mix | A340 absorber | FXIa mix inh | JNK3 blocker | Hsp90 inh
Cc1cc(NS(=O)(=O)c2ccc(NC(=O)CN3C(=O)c4ccccc4C3=O)cc2)nc(C)n1 | 7 | 4 | 10 | 0 | 3 | 0.95 | 1 | 2 | 3
O=C(c1cccc(F)c1)N1CCN(c2cccc(C(F)(F)F)c2)CC1 | -9 | 3 | 8 | 0 | -18 | 1.1 | 2 | -10 | -1
COc1ccc(NC(=O)C2CCN(S(=O)(=O)c3cccc4cccnc34)CC2)cc1 | -6 | 0 | 16 | 1 | 6 | 1 | 5 | -5 | 4
COC(=O)[C@H](CCSC)NC(=O)Nc1cc(C)ccc1C | -2 | -5 | -3 | -2 | -60 | 1 | 9 | 0 | 3
O=C1[C@@H]2C(Cc3ccc(O)cc3)NC3(C(=O)Nc4ccc(F)cc43)[C@@H]2C(=O)N1c1ccc(F)cc1 (stereo not given in full) | -4 | -13 | 1 | -3 | -1 | 1 | -3 | -1 | -5
Cc1ccccc1Nc1nc(N)nc(CN2C(=O)NC3(CCCCC3C)C2=O)n1 (stereo not given) | 0 | 11 | 4 | -4 | 0 | 1 | 8 | -5 | 0
Nc1ccc(S(=O)(=O)NC(=O)c2ccccc2)cc1 | -22 | -11 | 7 | -6 | 3 | 0.95 | -3 | 6 | 0
COc1ccc(-c2noc(CSc3nnc(Cc4ccccc4)n3-c3cccc(C)c3)n2)cc1OC | -8 | 37 | 16 | -4 | 1 | 1 | 6 | 6 | 5
C=CCn1c(SCC(=O)NCc2ccco2)nnc1-c1ccc2ccccc2n1 | 5 | 3 | 4 | -1 | -8 | 1.1 | -22 | -3 | -5
COc1ccc(Cn2nnnc2C(c2ccncc2)N2CCOCC2)cc1 (stereo not given) | -16 | 16 | 10 | 2 | 0 | 1 | -1 | -2 | -4
CC1=C(C(N)=O)C(c2ccncc2)n2nc(-c3ccccc3Cl)nc2N1 (stereo not given) | -17 | -12 | 14 | -1 | 7 | 1 | -2 | -4 | -1
CCN(CC)c1ccc(NC(=O)c2ccc(Br)o2)c(C)c1 | -5 | 6 | 11 | -1 | 11 | 1.1 | 4 | -10 | -4
CCOc1ccccc1N(CC(=O)NCC1CCCO1)C(=O)CCC(=O)Nc1ccccn1 (stereo not given) | 2 | -19 | 6 | 1 | 3 | 1 | 0 | -1 | 0
CCCC(=O)Nc1ccc(Cl)c(NC(=O)c2ccco2)c1 | -7 | 0 | 2 | 2 | -6 | 1 | 7 | -1 | -3
COc1cccc(CN2CCN(c3ncccn3)CC2)c1 | -5 | 6 | 5 | 3 | 10 | 1.1 | 10 | 0 | 0
COc1ccc2[nH]c(C)c(C(=O)CN3CCN(C(=O)c4ccco4)CC3)c2c1 | -16 | 2 | . | 2 | . | 1 | . | 0 | -3
NC(=O)C1CCN(C(=O)c2cc3ccccn3n2)CC1 | -10 | 5 | 17 | -1 | -2 | 1.1 | -2 | -2 | -4
